# Polio RdRp inh = inhibitors of poliovirus RNA polymerase binding and polymerization; P03300; poliovirus polymerase elongation, fluorescence polarization; active compounds read low; % elongation, % (compound at 16.7 µg/mL); 150,000 tested, 0.66% active; AID 588519; in the data active = % elongation below about 90%; note: some results filed as inactive read as strong as hits
# Target sequence (P03300 1749-2209 limits assumed): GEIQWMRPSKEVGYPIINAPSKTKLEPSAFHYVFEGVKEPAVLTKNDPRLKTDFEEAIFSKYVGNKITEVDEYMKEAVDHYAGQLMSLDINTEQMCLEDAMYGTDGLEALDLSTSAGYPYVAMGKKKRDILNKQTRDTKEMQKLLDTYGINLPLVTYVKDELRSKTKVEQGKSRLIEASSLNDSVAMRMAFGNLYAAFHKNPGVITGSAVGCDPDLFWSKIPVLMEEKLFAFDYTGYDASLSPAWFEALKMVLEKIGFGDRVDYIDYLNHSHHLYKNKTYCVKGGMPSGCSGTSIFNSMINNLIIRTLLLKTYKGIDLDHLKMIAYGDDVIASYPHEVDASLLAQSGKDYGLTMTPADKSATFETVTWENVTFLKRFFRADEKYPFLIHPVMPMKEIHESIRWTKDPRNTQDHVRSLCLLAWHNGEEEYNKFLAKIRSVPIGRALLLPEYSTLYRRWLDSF
# Polio RdRp inh FP z-score = second read-out of Polio RdRp inh, no call of its own (marks repeat the call); z-score; measured here: FP z-score; hits read low
# Active calls of the source: *; & = joins results of further samples. Only part of the results is shown; the hit share may differ from the screen's.
SMILES,Polio RdRp inh,Polio RdRp inh FP z-score
CC1CCc2c(sc(NC(=O)c3cc(-c4ccc(Br)cc4)on3)c2C(N)=O)C1 (configuration not stated),99,-0.6
COc1ccccc1NC(=O)C(C)n1nc(C(=O)O)c2ccccc2c1=O (configuration not stated),100,-0.5
N#Cc1ccccc1Cn1c(=O)n(CCCCC(=O)NCc2ccc3c(c2)OCO3)c(=O)c2ccccc21,109,0.9
Cc1ccc(NC(=O)Cn2c(=O)n(CCC(=O)NCCc3ccccc3)c(=O)c3ccccc32)cc1,111,0.8
CSc1nc(-c2ccccc2)cc(-c2cccs2)c1C#N,99,-0.7
O=C(Nc1ccc2[nH]c(=O)[nH]c2c1)c1ccccc1Br,103,0.6
CN(CC(=O)NCc1ccccc1Cl)S(=O)(=O)c1ccc2c(c1)c(=O)n(C)c(=O)n2C,101,-0.2
CN(C)/C=C/C(=O)c1sc(SCc2ccc(Cl)cc2)c2c1CC(C)(C)CC2=O,109,1.1
CC1(C)COC(Nc2cccc(Cl)c2)=N1,104,0.8
O=C(c1ccc2c(c1)N(Cc1ccccc1)CCS2)N1CCOCC1,102,-0.5
CCOC(=O)N1CCc2c(sc(NCc3sccc3C)c2C(=O)Nc2ccccc2OCC)C1,111,1.1
CSc1nn(-c2ccccc2)cc1-c1noc(-c2ccc(C(F)(F)F)cc2)n1,102,-0.1
CCc1ccccc1NC(=O)CCn1cccn1,110,1.2
Cc1nn(-c2ccccc2)c2sc(C(=O)N=Nc3c(O)[nH]c4ccccc34)cc12,102,0.2
Cc1ccccc1OCCn1c(C2CCCO2)nc2ccccc21 (configuration not stated),100,-0.2
OCCn1ncc2c(SC3CCCCC3)ncnc21,101,-0.4
COc1ccccc1NC(=O)C1CC1(c1ccc(C)cc1)c1ccc(C)cc1 (configuration not stated),97,-0.3
CCOC(=O)c1ccc2c(c1)C(=O)N(c1ccccc1OC)C2=O,102,0.3
CCOc1ccc(OCC)c(S(=O)(=O)N2CCC(C)CC2)c1,102,0.1
CC(=O)Oc1ccc2c(=O)c(-c3nc4ccccc4n3C)c(C)oc2c1,104,0
Cc1ccc(NC(=O)c2cccc3c2C(=O)N(C2CCCCC2)C3)c(C)c1,109,0.3
C=CCn1c(SCC(=O)c2ccc(CC)cc2)nnc1-c1cccc(OC)c1,106,0.3
COc1ccc(OC)c(S(=O)(=O)NCCc2sc(-c3cccnc3)nc2C)c1,109,0.3
O=C(NCC(c1cccnc1)N1CCc2ccccc21)c1ccc(Cl)cc1 (configuration not stated),113,1.1
Cc1nc2c(-c3ccccc3)c(C)nn2c(C)c1CCC(=O)N1CCN(c2ccccc2)CC1,108,0.2

# 15 neighbouring entries already listed, quoted:
SMILES,Polio RdRp inh,Polio RdRp inh FP z-score
CC1CCc2c(sc(NC(=O)c3cc(-c4ccc(Br)cc4)on3)c2C(N)=O)C1 (configuration not stated),99,-0.6
COc1ccccc1NC(=O)C(C)n1nc(C(=O)O)c2ccccc2c1=O (configuration not stated),100,-0.5
N#Cc1ccccc1Cn1c(=O)n(CCCCC(=O)NCc2ccc3c(c2)OCO3)c(=O)c2ccccc21,109,0.9
Cc1ccc(NC(=O)Cn2c(=O)n(CCC(=O)NCCc3ccccc3)c(=O)c3ccccc32)cc1,111,0.8
CSc1nc(-c2ccccc2)cc(-c2cccs2)c1C#N,99,-0.7
O=C(Nc1ccc2[nH]c(=O)[nH]c2c1)c1ccccc1Br,103,0.6
CN(CC(=O)NCc1ccccc1Cl)S(=O)(=O)c1ccc2c(c1)c(=O)n(C)c(=O)n2C,101,-0.2
CN(C)/C=C/C(=O)c1sc(SCc2ccc(Cl)cc2)c2c1CC(C)(C)CC2=O,109,1.1
CC1(C)COC(Nc2cccc(Cl)c2)=N1,104,0.8
O=C(c1ccc2c(c1)N(Cc1ccccc1)CCS2)N1CCOCC1,102,-0.5
CCOC(=O)N1CCc2c(sc(NCc3sccc3C)c2C(=O)Nc2ccccc2OCC)C1,111,1.1
CSc1nn(-c2ccccc2)cc1-c1noc(-c2ccc(C(F)(F)F)cc2)n1,102,-0.1
CCc1ccccc1NC(=O)CCn1cccn1,110,1.2
Cc1nn(-c2ccccc2)c2sc(C(=O)N=Nc3c(O)[nH]c4ccccc34)cc12,102,0.2
Cc1ccccc1OCCn1c(C2CCCO2)nc2ccccc21 (configuration not stated),100,-0.2

# Next section.
SMILES,Polio RdRp inh,Polio RdRp inh FP z-score
COc1ccc(OCCNC(C)=O)cc1,109,0.5
COc1cc2c(cc1OC)C(COc1ccc3c(C)cc(=O)oc3c1)N(C(=O)c1ccc(C)cc1)CC2 (configuration not stated),106,0.4
CCc1ccc(NC(=O)Cn2c(=O)n(-c3ccccc3)c(=O)c3ccc(C(=O)NCc4ccc5c(c4)OCO5)cc32)cc1,100,-0.5
Cc1cc(C(=O)OCc2nc(N)nc(N)n2)c2ccccc2n1,104,0.2
CS(=O)(=O)N1CCCc2cc(C(=O)NCC(=O)Nc3ccc(F)c(F)c3)ccc21,107,0.5
CC(=O)Oc1ccc2c(=O)c(-c3ccccc3)c(C(F)(F)F)oc2c1,104,0.6
O=C(Nc1cccc(N2C(=O)C=CC2=O)c1)c1cccs1,104,0.7
CCOC(=O)C1CCN(C(=O)c2cc3ccc4cccnc4c3[nH]2)CC1,105,-0.3
C=CCc1cccc2cc(C(=O)N3CCCCC3)c(=O)oc12,99,-0.2
CCC1(CC)Cc2ccccc2-c2nc(-c3ccccc3)oc(=O)c21,101,0
Cc1ccccc1OCC(=O)Nc1nnc(S(=O)(=O)N(C)c2ccccc2)s1,111,0.6
O=C(Cn1cnc2ccccc21)NC1CCCC1,101,-0.1
CN(C)C(Cc1ccc(Cl)cc1)C(=O)c1ccccc1 (configuration not stated),105,0.5
COC(=O)c1cc(C)nc2c1c(=O)nc(SCc1cccc(C)c1)n2C1CC1,107,-0.3
Cc1ncoc1C(=O)Nc1ccccc1F,100,-0.2
Clc1ccc2c(N3CCN(c4ncccn4)CC3)ccnc2c1,99,-0.4
Cc1ccc(NC(=O)CN(CCO)c2ccccc2)cc1,102,0.1
Nc1nonc1C(=O)NCCNCc1cccc(Cl)c1Cl,108,0.8
Cc1cc(=O)n2ccccc2c1C#N,106,0.4
CC(C)CCNc1nc2c(c(=O)[nH]c(=O)n2C)n1C(C)C,99,-0.8
CCNC(=O)/C=C/c1ccc(C(C)(C)C)cc1,102,0.7
CC(C)(C)C1CCc2oc3ccc(NS(=O)(=O)c4cc(Cl)ccc4Cl)cc3c2C1 (configuration not stated),104,0.2
N#CC(Cc1ccccc1)Sc1nnc(-c2ccco2)n1-c1ccccc1 (configuration not stated),103,0.2
O=C(COCC(=O)Nc1nc(-c2ccncc2)cs1)Nc1nc(-c2ccncc2)cs1,101,0.3
COc1ccc(-c2noc(CSc3nnc(-c4ccncc4)n3-c3ccccc3)n2)cc1,108,0.4
# (cont.)
SMILES,Polio RdRp inh,Polio RdRp inh FP z-score
COc1ccc(CCNC(=O)CSc2nc3ccccc3nc2N2CCCC2)cc1OC,100,-0.3
Cc1ccc2nc(NC(=O)C(Cc3ccccc3)NC(=O)OCc3ccccc3)sc2c1 (configuration not stated),104,0.2
Cc1c(C(=O)Nc2ccc(S(=O)(=O)N3CCCCCC3)cc2)oc2ccc(F)cc12,104,0.6
CN(C)C(=O)CSc1nnc(-c2ccccc2O)n1Cc1ccccc1,99,-0.8
CCCC(=O)Nc1cccc(NC(=O)c2cccnc2)c1,104,0
Cc1ccc(CNC(=O)c2ccc(CS(=O)(=O)Cc3ccc(F)cc3)o2)cc1,109,0.6
Cc1cc(N2CCNCC2)nc2ccccc12,101,-0.2
COc1ccc(-n2nc(C)c3sc(C)nc3c2=O)cc1,103,0.3
O=C(COc1ccccc1Cl)N(c1ccccc1Cl)C1CN2CCC1CC2 (configuration not stated),103,0.2
OC(CN1CCOCC1)C12CC3CC(CC(C3)C1)C2 (configuration not stated),100,-0.8
Cc1noc(C)c1CC(=O)Nc1ccc2c(c1)OCCCO2,100,-0.3
Cc1nn(-c2ccccc2)c2sc(C(=O)N3CCOCC3)cc12,100,-0.8
O=S1(=O)N(Cc2ccccc2Cl)CCCN1Cc1ccccc1Cl,102,-0.8
Cc1ccc2c(c1)-c1c(cnn1CC(=O)N1CCN(c3cccc(C(F)(F)F)c3)CC1)CO2,105,0.1
COc1ccc(OCC(=O)Nc2ccc(-c3nc4cc(Cl)ccc4o3)cc2)cc1,108,0.7
COC(=O)Nc1nc2c(C)cccc2s1,100,-0.2
COc1ccccc1CNC(=O)CCc1c(C)c2cc3c(C)coc3cc2oc1=O,103,-0.8
Cc1oc(C(C)(C)C)cc1-c1cc(NS(=O)(=O)c2ccc(Cl)cc2)n[nH]1,103,0.3
NCCc1nc2cccnc2n1-c1ccccc1,113,1.7
CC(C)n1nccc1N(CC(=O)N(C)C1CCCCC1)S(=O)(=O)c1ccccc1,103,0
CN1C=C(c2ccccc2)N(c2ccccc2)C1,67*,-3.3*
O=C(O)/C(=C/c1cccs1)c1cccs1,101,0
OCCN1CCN(CC/C=C2/c3ccccc3Sc3ccc(Cl)cc32)CC1,100,0.1
COC(=O)c1cc(NC(=O)Cn2ncc3c([nH]c4ccccc43)c2=O)cc(C(=O)OC)c1,104,-0.6
N#Cc1ccc(C(=O)n2nc3c4c(cccc42)C(=O)c2ccccc2-3)cc1,101,-0.2
# (listing goes on)
SMILES,Polio RdRp inh,Polio RdRp inh FP z-score
Cc1cc(N2CCOCC2)c2c(N)cc(C)c(C)c2n1,99,-0.5
Cc1ccc(C)c(NC(=O)Cn2cnc3nc4c(cc3c2=O)CCCC4)c1,105,-0.3
CCN(CC)c1nc2ccccc2[nH]c1=O,123,1.4
Cn1c(-c2ccco2)[n+](C)c2ccccc21,102,-0.1
CC(C)CCNC(=O)c1ccc2c(c1)N(Cc1cccc(Cl)c1)C(=O)c1ccccc1S2,111,0
Cc1ccc(NC(=O)COC(=O)c2ccc(S(=O)(=O)NCCC#N)cc2)cc1,97,-0.7
NC[C@H]1O[C@H](O[C@H]2C(O[C@@H]3O[C@H](CO)[C@@H](O)[C@H]3O)[C@@H](O)[C@H](N)C[C@@H]2N)[C@H](N)[C@@H](O)[C@@H]1O (some centres not stated),100,0.1
CCOC(=O)c1c(NC(=O)COc2cccc(C(F)(F)F)c2)sc2c1CCCCC2,90*,-1.9*
COc1ccc(S(=O)(=O)N2CCCCC2)cc1-c1nnc2c3ccccc3c(C)nn12,101,0.3
Cc1cc2ccccc2n1-c1ccc(C(=O)N2CCC(C(=O)NCc3ccc(Cl)cc3)CC2)s1,113,1.3
OC(COc1ccc(Cl)cc1)CN1CCc2ccccc2C1 (configuration not stated),103,0.2
Cc1ccc(S(=O)(=O)N2CCOCC2)cc1C(=O)OCC(=O)N1CCc2ccccc2C1,105,0.3
O=S(=O)(c1cccc(Cl)c1Cl)N1CCN(c2ncccn2)CC1,106,0.5
CC(=O)N1N=C(c2c(-c3ccccc3)c3cc(Cl)ccc3[nH]c2=O)CC1c1ccco1 (configuration not stated),101,-0.2
CCOC(=O)N1CCN(CC(=O)NC(C)C)CC1,101,-0.1
O=C(CN1CCCCC1)NC(=O)NC1CCCCC1,105,0.4
Cc1ccc(S(=O)(=O)N2CC3(C)CN(S(=O)(=O)c4ccc(C)cc4)CC(C)(C2)C3)cc1,103,0.4
Cc1onc(-c2c(Cl)cccc2Cl)c1NC(=O)Oc1ccc(CC#N)cc1,103,-0.4
CC(C)(C)c1ccc(-c2cc3ccccn3c2)cc1,100,-0.2
CCOc1ccc(OCC(=O)NCCS(=O)(=O)N2CCN(c3ccc(OC)cc3)CC2)cc1,107,0.1
CCCCN1CCC(C#N)(Nc2ccccc2)CC1,110,0.8
CCc1ccc(S(=O)(=O)c2cn(C)c3ccc(C)cc3c2=O)cc1,105,0.1
Cc1ccc(OCC(=O)NCc2ccccc2)cc1,99,-0.9
N#CCSc1ccccc1NC(=O)COC(=O)c1ccc(CN2CCCC2=O)cc1,53,-7.1
CCC(=O)N1c2ccccc2C(C)(c2ccccc2)CC1(C)C (configuration not stated),105,0
# (further entries)
SMILES,Polio RdRp inh,Polio RdRp inh FP z-score
CCc1cccc(N2C(=O)C(Cc3ccccc3)N=C2N(Cc2ccco2)C2CCCC2)c1 (configuration not stated),102,0.5
O=C(CSc1nc2c([nH]c3ccccc32)c(=O)n1-c1cccc(C(F)(F)F)c1)N1CCc2ccccc21,108,0.3
COc1ccc2c(c1)CCC/C(=N/O)C2=O,102,-0.2
C[C@@H](C(=O)OCC(N)=O)N1C(=O)C2CC=CCC2C1=O (some centres not stated),101,-0.2
CCC(=O)N1CCc2cc(S(=O)(=O)Nc3ccc(OC(F)(F)F)cc3)ccc21,103,0.7
CCN(Cc1nc2cc(Cl)ccc2c(=O)[nH]1)C(=O)c1cccc(NC(C)=O)c1,101,0
CCCN(CCC)S(=O)(=O)c1ccc(F)c(C(=O)Nc2cc(C)ccc2OC)c1,101,-0.3
CCOC(=O)C1CCN(c2cc(C(F)(F)F)nc3ccc(C)cc23)CC1,102,-0.3
COC(=O)c1sccc1N/N=C(\C#N)S(=O)(=O)c1cccs1,102,0
Cc1cccc(-c2noc(-c3cc(-c4ccc(F)cc4)n[nH]3)n2)c1,98,-1.8
CCOc1ccc(CN2CCc3nc(N4CCN(c5ncccn5)CC4)ncc3C2)cc1OC,99,-0.9
CCOC(=O)C1=C(C)OC(N)=C(C#N)C12C(=O)Nc1ccc(C)cc12 (configuration not stated),104,0.3
CC1=Cn2c(nc3ccccc3c2=O)CN1NC(=O)NC1CCCCC1,99,-0.3
O=C(O)CCCc1nc2cc3ccccc3cc2[nH]1,102,0.2
CCOC(=O)CSc1nc2cc3c(cc2c(=O)n1CCCC(=O)NCc1ccc(OC)cc1)OCO3,98,-1.3
Cc1ccc2c(CC(=O)NCC(C)C)coc2c1,107,0.6
COc1ccc2c3c([nH]c2c1)C(C)=NCC3,98&100,-0.1&0.1
N#C/C(=C\c1ccc(Cl)cc1)C(=O)NCC1CCCO1 (configuration not stated),103,0.1
COc1cccc(CNC(=O)C(NS(=O)(=O)c2ccc3c(c2)CCN3C(C)=O)C(C)C)c1 (configuration not stated),104,0
COC(=O)CSc1ncnc2ccccc12,111,0.3
CC(=O)c1cccc(NC(=O)c2ccc3nc(C(C)C)oc3c2)c1,100,-1.5
CSc1nnc(-c2ccncc2)n1-c1ccccc1C,102,-0.3
c1ccc2c(c1)N1CCN2CC1,102,0.3
NC(=O)CSc1nc2c(sc3ccccc32)c(=O)n1CCCN1CCOCC1,101,0.1
O=C1S/C(=C/c2ccccc2Cl)C(=O)N1c1ccccc1,102,0.1
